Screening data: PubChem, several laboratories
NALP1 yeast inh: NALP1 inhibition; S. cerevisiae NALP1/ASC/caspase-1 growth, X-gal OD620, 72 h; inhibition, % at 10 µM; AID 2071; 0.61% of 280,000 active; in the data active = inhibition mostly above about 24%, no sharp cut-off; inactive = mostly below about 32%; note: some compounds called inactive have numbers as strong as hits
V1R ag counter: activates human V1a receptor in oxytocin agonist counter-screen; CHO-V1R cells, Fluo-8 calcium fluorescence, agonist mode; 0% DMSO, 100% 3 nM vasopressin; activation, % at 3 µM; 0.25% of 320,000 active; P37288; AID 2797;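 active = activation above the mean activation of all tested compounds plus 3 SD, per screening run, cut at about 20% in these data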;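 note: signal is peak over basal fluorescence ratio across a 100 second FLIPR read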
PHOSPHO1 block: PHOSPHO1 (human) inhibition | Q8TCT1 | recombinant PHOSPHO1, absorbance phosphatase assay | inhibition, % at 13.3 µM | 1.1% of 290,000 active; in the data active = inhibition above about 60%
GalR3 antagonist: blocks the human galanin receptor 3; inhibition, % at 3 µM; AID 651719; O60755; HEK293 GalR3-CNG cAMP membrane potential fluorescence; galR3 body fused to GalR1 C-terminus; 0.44% of 360,000 active;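 active = inhibition above the screen-wide average plus 3 SD, cut at about 13% in these data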;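 note: forskolin and galanin both at EC90 stimulate the cells; cAMP rise reported by CNG channel membrane potential dye signal; 0% = forskolin plus galanin with DMSO and 100% = forskolin alone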
Target sequence (O60755 1-299 limits assumed): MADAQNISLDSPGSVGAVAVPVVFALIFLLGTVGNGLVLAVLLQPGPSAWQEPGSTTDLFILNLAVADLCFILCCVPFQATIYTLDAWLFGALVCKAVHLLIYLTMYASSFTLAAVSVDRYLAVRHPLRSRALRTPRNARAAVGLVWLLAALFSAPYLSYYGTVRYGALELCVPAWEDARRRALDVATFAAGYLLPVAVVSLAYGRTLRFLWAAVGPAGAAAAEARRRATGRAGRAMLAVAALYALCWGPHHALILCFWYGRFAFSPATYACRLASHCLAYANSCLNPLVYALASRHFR
OXTR agonist: human OXTR agonism. P30559. CHO-OTR cells, Fluo-8 calcium fluorescence; normalized: DMSO 0%, oxytocin 100%. activation, % at 3 µM. 0.32% of 320,000 active;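 active = activation above the mean of all tested compounds plus 3 SD, cutoff set per screening run, cut at about 20% in these data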;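 note: peak over basal fluorescence ratio from a 100 s FLIPR kinetic read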
Target sequence (P30559 whole entry, looked up): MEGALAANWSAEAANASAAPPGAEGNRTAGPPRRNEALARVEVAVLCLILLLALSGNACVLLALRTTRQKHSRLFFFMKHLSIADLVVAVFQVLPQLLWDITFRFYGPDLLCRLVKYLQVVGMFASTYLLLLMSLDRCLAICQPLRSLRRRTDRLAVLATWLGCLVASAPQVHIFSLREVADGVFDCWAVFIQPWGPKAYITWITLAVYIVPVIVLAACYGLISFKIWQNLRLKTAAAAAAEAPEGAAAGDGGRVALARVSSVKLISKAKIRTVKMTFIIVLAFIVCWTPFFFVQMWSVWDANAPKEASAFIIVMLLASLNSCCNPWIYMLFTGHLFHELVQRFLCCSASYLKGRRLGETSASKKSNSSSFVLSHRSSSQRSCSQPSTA
MEKK2wt PB1 HTS: raises or lowers MEK5 binding to wildtype human MEKK2 PB1 domain | Q9Y2U5 | bead flow cytometry, Alexa488-MEK5 binding to MEKK2 WT; actives lie on both sides | binding response (% of control), % at 10 µM | 1.1% of 290,000 active; in the data active = binding response below about 67% or above about 130%
MEKK2 mut-MEK5: signal of MEK5 binding to mutant human MEKK2 PB1 domain; bead flow cytometry, Alexa488-MEK5 binding to MEKK2 mutant; percent response, % at 10 µM; 0.35% of 290,000 active; AID 1530; in the data active = percent response above about 24%, passing the limit was not always enough; note: inactives centre near 1; some results filed as inactive read as strong as hits; reference of the scale not given here
GPR7 antag: antagonists of human GPR7 (neuropeptides B/W receptor 1); P48145; GPR7-expressing cells, fluorescence antagonist assay; inhibition, % at 4.4 µM; 1.1% of 290,000 active; AID 1861; in the data active = inhibition above about 16%, passing the limit was not always enough;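 note: cells stimulated with the agonist NPW; 0% = agonist with vehicle and 100% = vehicle without agonist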
Target sequence (P48145 whole entry, looked up): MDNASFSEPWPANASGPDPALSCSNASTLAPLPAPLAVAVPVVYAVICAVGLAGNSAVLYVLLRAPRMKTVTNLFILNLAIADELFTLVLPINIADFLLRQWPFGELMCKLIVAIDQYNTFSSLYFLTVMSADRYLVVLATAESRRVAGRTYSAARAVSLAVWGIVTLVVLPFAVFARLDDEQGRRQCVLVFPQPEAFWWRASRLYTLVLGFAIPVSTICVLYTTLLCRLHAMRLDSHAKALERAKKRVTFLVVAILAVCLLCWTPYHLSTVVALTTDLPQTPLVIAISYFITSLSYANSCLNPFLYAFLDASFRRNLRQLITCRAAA
MEKK3 PB1 HTS: modulators (inhibitors or enhancers) of MEK5 binding to human MEKK3 PB1 domain. binding response (% of control), % at 10 µM. 1.4% of 290,000 active. Q99759. AID 1529. bead-based flow cytometry, Alexa488-MEK5 binding to MEKK3; actives lie on both sides; 0 = blocked by unlabeled MEK5, 100 = vehicle;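 active = binding response more than 3 SD above or below the average of its plate-row segment, actives on both sides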;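 note: Alexa488 bead fluorescence after subtracting the streptavidin-only scavenger bead signal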
* hit, by the source's call; x = no result given; [ ] = remark or other dose.

SMILES	NALP1 yeast inh	V1R ag counter	PHOSPHO1 block	GalR3 antagonist	OXTR agonist	MEKK2wt PB1 HTS	MEKK2 mut-MEK5	GPR7 antag	MEKK3 PB1 HTS
Cc1cccc(C(=O)NC(=S)Nc2ccc(Cc3ccncc3)cc2)c1	2	5.0	42	-2	7.6	107	4	-3	106
Cc1cc(OCc2cccc(Cl)c2)c(C)cc1CN1CCOCC1	14	0.3	18	-2	0.4	120	16	-3	99
O=C1/C(=C\c2ccc([N+](=O)[O-])cc2)CCc2ccccc21	33	-0.2	1	0	-1.3	102	2	-10	103
CCc1ccc2nc(Nc3nc(COC)cc(=O)[nH]3)nc(C)c2c1	-2	-1.2	30	-13	-1.5	89	-4	-5	90
CC(C)(C)NC(=O)c1ccccc1NC(=O)c1ccc2c(c1)OCO2	15	0.0	-13	3	-1.9	106	6	9	94
CC(C)C(=O)N1CCC(Cc2ccccc2)CC1	6	0.2	34	-1	-1.1	102	6	-4	102
Nc1nonc1N1CCCCC1	-3	0.4	0	-3	0.6	94	-2	-10	93
CC(=O)Nc1ccc2nc(NC(=O)COc3ccccc3)sc2c1	8	0.8	0	2	0.0	109	9	-3	107
CCOC(=O)C1=C(c2ccccc2)NC(=O)NC1c1ccc(OCC#N)c(OC)c1 (configuration not stated)	7	1.7	13	-6	0.2	112	13	9	107
CCOC(=O)C1=C(C)NC(=O)NC1c1ccc(Br)s1 (configuration not stated)	19	-0.1	22	-3	-0.7	102	4	-21	104
CCC(C(=O)NCCc1ccc(OC)cc1OC)n1nc(C)n2c(cc3occc32)c1=O (configuration not stated)	15	-0.6	45	-9	-1.6	91	-3	0	97
O=C(CCSc1nnc(-c2ccncc2)o1)Nc1ccccc1	11	1.4	7	-1	1.2	97	0	-5	102
CC(C)N1CCc2c(sc(NC(=S)NC(=O)c3ccccc3)c2C#N)C1	6	9.6	-31	-4	5.6	87	0	-5	89
CC(C)(C)NC(=O)C(c1ccccc1)N(Cc1cccs1)C(=O)c1csnn1 (configuration not stated)	-38	-0.1	-6	-1	-1.7	102	3	19	86
Nc1nonc1-n1nnc(C(=O)N/N=C/c2ccccc2)c1CN1CCc2ccccc21	6	-0.6	30	-5	-1.1	95	-5	-12	102
CCOc1cc(C2NC(=O)NC(C)=C2C(=O)NCc2ccccc2)c(Cl)cc1O (configuration not stated)	-17	0.2	5	-7	0.7	102	2	2	104
COC(=O)/C(=C\Nc1ccc(Cl)cc1Cl)NC(=O)c1ccccc1	3	-1.6	-31	1	-2.4	104	2	2	99
O=[N+]([O-])c1ccc2c(c1)nc1n2CCSC1	x	-1.9	27	1	-0.3	99	-1	-6	99
O=C(NCc1ccccc1)C1=C[C@@H](c2ccc(C(F)(F)F)cc2)C[C@@H](OCc2ccc(CO)cc2)O1	-7	-0.2	0	-6	-1.8	103	-4	-1	104
CC(=O)Nc1ccc(Sc2ccccc2C(=O)O)cc1	5	0.6	15	-3	-0.1	98	-6	13	100
Cc1cc(-c2csc(N)n2)c(C)n1CCc1ccccc1	13	0.0	-4	-1	-1.2	56*[inhibitor]	7	-9	94
CCCc1nc2ccc(NC(=O)c3ccco3)cc2c(=O)n1Cc1ccccc1Cl	51	0.0	4	1	-1.1	97	2	-10	85
FC(F)(F)c1nc(=S)c2ccccc2[nH]1	4	x	40	-3	x	107	0	-6	105
CCC(=O)Nc1ccc(C(=O)NNC(=O)c2cccc(C)c2)cc1	16	2.5	1	-8	0.4	100	2	9	102
O=C(Nc1nccs1)C1Cc2ccccc2CN1S(=O)(=O)c1ccc(F)cc1 (configuration not stated)	-6	-1.3	6	-3	-2.1	100	0	-19	96

Five compounds from above, reduced to NALP1 yeast inh and V1R ag counter:
structure | NALP1 yeast inh | V1R ag counter
Cc1cc(-c2csc(N)n2)c(C)n1CCc1ccccc1 | 13 | 0.0
CCCc1nc2ccc(NC(=O)c3ccco3)cc2c(=O)n1Cc1ccccc1Cl | 51 | 0.0
FC(F)(F)c1nc(=S)c2ccccc2[nH]1 | 4 | x
CCC(=O)Nc1ccc(C(=O)NNC(=O)c2cccc(C)c2)cc1 | 16 | 2.5
O=C(Nc1nccs1)C1Cc2ccccc2CN1S(=O)(=O)c1ccc(F)cc1 (configuration not stated) | -6 | -1.3

(further entries)
SMILES	NALP1 yeast inh	V1R ag counter	PHOSPHO1 block	GalR3 antagonist	OXTR agonist	MEKK2wt PB1 HTS	MEKK2 mut-MEK5	GPR7 antag	MEKK3 PB1 HTS
O=S(=O)(Nc1ccccn1)c1ccc(Br)cc1	9	0.1	-18	-8	0.9	106	1	-5	107
COc1ccc(NC(=O)c2csc3c2CCCCC3)c(OC)c1	0	-1.2	-10	1	-2.0	97	1	4	100
Cc1ccc(C2=NOC(=O)/C2=C\C=C\c2ccccc2)cc1	-4	x	8	-6	x	90	-2	0	82
C/C=C/c1ccc(OCCCCN2CCC(C)CC2)c(OC)c1	14	0.0	-7	-2	0.8	88	-6	-4	69*[inhibitor]
CCOC(=O)c1[nH]c2ccc(OC)cc2c1NS(=O)(=O)c1ccc(OC)cc1OC	7	1.5	12	-6	1.4	106	2	22*	103
CCOc1cc(Cl)c(NC(C)=O)cc1OCC	17	-0.1	7	0	-1.4	97	2	-10	97
CCCN(CC(=O)Nc1ccc(C(N)=O)cc1)CC(=O)Nc1ccccc1C	0	-0.1	-17	-3	0.3	90	-15	0	103
COc1ccc(-n2nnc3c(=O)n(CC(=O)N4CCCC4)cnc32)cc1	7	0.2	14	-5	0.2	105	5	20	105
Cc1nonc1C1CCCN1Cc1nc(-c2ccccc2Cl)oc1C (configuration not stated)	8	-1.5	10	11	-3.1	101	2	-13	100
Cc1nnc2c(-c3ccccc3)nc3ccccc3n12	7	0.0	10	-4	-0.6	100	-3	-12	101
Cc1ccc2nc(-c3ccccc3N)[nH]c2c1	13	-1.1	37	-3	-2.0	88	-15	6	93
COc1ccc(/C=C(/NC(=O)c2ccccc2)C(=O)N/N=C/c2ccncc2)cc1	20	0.3	-8	-3	1.4	2.0*[inhibitor]	-15	-12	2.0*[inhibitor]
O=C(CCc1nc2ccccc2s1)NC1CCOC1=O (configuration not stated)	-7	0.8	15	2	0.1	107	-2	1	99
CC(C)(C)C1(C)OC(C(N)=O)C(C(N)=O)O1 (configuration not stated)	-11	0.9	6	1	7.2	107	7	-19	107
CNS(=O)(=O)c1cccc(C(=O)OC2CCCCC2=O)c1 (configuration not stated)	14	0.4	-9	3	2.7	97	1	2	98
COc1coc(/C=C/C(=O)O)cc1=O	7	0.6	4	6	-1.0	95	-2	7	96
CCN1CCN(C2CCCCC2NS(=O)(=O)c2ccc(Cl)cc2)CC1 (configuration not stated)	34	1.6	14	x	1.3	107	-2	2	106
O=c1cc2oc3cc(O)c(O)cc3c(-c3ccccc3O)c-2cc1O	1	x	27	x	x	106	-10	-7	93
CC(CCc1ccccc1)NC(=O)CSc1ccccn1 (configuration not stated)	-1	-0.2	37	-3	-1.0	95	-2	-4	98
COc1ccccc1OCCCC(=O)Nc1nccs1	10	1.6	2	-7	0.2	106	2	-11	104
C=CCOCCN1C(=O)C2C(c3ccccc3)C=CC(c3ccccc3)C2C1=O (configuration not stated)	25	-0.8	-12	-3	-0.4	95	-1	-5	94
C(=N\n1cnnc1)/c1ccc(OCc2cccc3ccccc23)cc1	1	2.0	-9	-7	5.0	99	1	8	101
CCC1(c2ccc(F)cc2)NC(=O)N(CC(=O)NCc2ccc(F)cc2)C1=O (configuration not stated)	14	8.9	16	-4	0.3	101	0	4	105
CCCS(=O)(=O)c1c(S(=O)(=O)CCC)c2c(C)cccn2c1C(=O)OC	10	0.1	28	-1	0.2	84	-8	-5	83
COc1cc(C2Nc3ccccc3C(=O)N2c2ccccc2)ccc1O (configuration not stated)	52	-0.6	7	1	-0.1	101	7	-10	107

(listing goes on)
SMILES	NALP1 yeast inh	V1R ag counter	PHOSPHO1 block	GalR3 antagonist	OXTR agonist	MEKK2wt PB1 HTS	MEKK2 mut-MEK5	GPR7 antag	MEKK3 PB1 HTS
O=[N+]([O-])c1ccc(O)c(/C=N/Nc2nn[nH]n2)c1	-6	0.3	48	-10	1.2	102	-3	-3	106
Cc1onc(-c2c(F)cccc2Cl)c1C(=O)OCC(=O)c1c[nH]c2ccccc12	x	4.0	40	2	2.3	94	-8	-6	92
CCCCCCCCCC(=O)Nc1cccnc1	-10	0.9	41	x	1.5	92	-6	6	99
O=C(Nc1cnn(Cc2ccccc2)c1)NC12CC3CC(CC(C3)C1)C2	18	-0.6	-2	-3	-1.2	102	1	-8	96
CCC(=O)NC(=S)Nc1ccc(NC(=O)COc2ccc([N+](=O)[O-])cc2)cc1	8	4.3	38	-5	1.4	96	-6	0	102
c1ccc(C2=Nc3cccnc3C(c3ccccc3)=NN2)cc1	39	-0.3	-5	2	-1.6	96	-4	-2	102
CCn1c(SCC(=O)Nc2cc(C)on2)nc2c([nH]c3ccccc32)c1=O	-5	-0.6	8	-2	-0.1	109	12	-17	105
O=C(/C=C/c1ccccc1[N+](=O)[O-])NCCCN1CCCC1=O	10	5.2	9	3	0.7	102	3	-22	101
CCCC(=O)Nc1ccc(-c2cnc(-c3ccc(NC(=O)CCC)cc3)nc2)cc1	28	0.3	-34	0	0.1	100	7	-3	101
O=c1nc(-c2ccccc2Cl)c2cc(F)ccc2[nH]1	-16	-0.5	44	-4	3.5	103	2	-9	98
COCCNS(=O)(=O)c1ccc(C2CNC(=O)C2)cc1 (configuration not stated)	-16	1.7	13	1	1.0	94	-1	-1	94
CCc1nc(C)cn1S(=O)(=O)c1cc(F)ccc1OC	-1	0.6	34	-5	-0.2	101	4	-2	111
O=C(Nc1ccc(F)cc1)c1cc(S(=O)(=O)N2CCCCC2)cs1	5	5.8	26	-1	4.5	100	0	13	108
COc1ccc(NC(=O)c2nc[nH]c2C(=O)Nc2ccccc2C)cc1	11	2.3	6	-1	1.3	105	2	2	95
CC(=O)c1cc(-c2ccccc2)n(CCC(=O)NC(C)(C)C)c1C	9	-0.9	-5	x	-2.2	36*[inhibitor]	-22	-2	25*[inhibitor]
O=c1c2c3c(sc2ncn1/N=C/c1ccc([N+](=O)[O-])o1)CCCC3	10	-0.2	42	-2	0.7	103	12	-11	106
Cc1ccc(S(=O)(=O)Nc2nc(C)c(C(=O)Nc3ccccc3)s2)cc1	31	-0.1	-9	2	0.8	97	-2	0	97
COc1ccccc1Nc1nnc(SCc2cc(=O)n3cc(C)ccc3n2)s1	28	3.1	11	2	-0.2	111	1	-10	142*
CCOC(=O)c1c(S(=O)(=O)Nc2ccc(F)cc2C)c(C)n(C)c1C	15	-1.1	40	-3	-2.4	102	-2	-2	102
Cn1nnnc1SCc1nnc(-c2ccc(F)cc2)o1	8	0.0	1	0	0.2	104	0	3	100
CC(=O)c1c(C)[nH]c(C(=O)OCC(=O)NCCC(C)C)c1C	-3	4.2	36	-5	1.1	78	-15	10	80
O=C1CC(=O)C(n2cncn2)C(c2c(F)cccc2Cl)C1 (configuration not stated)	29	0.0	-8	-4	0.5	91	-6	-7	86
CC1(C)NC(=O)N(CCCSc2ccc(Cl)cc2)C1=O	1	1.5	-25	-5	-0.2	102	4	4	98
COC(=O)Cc1ccc(NC(=S)Nc2ccc(N3CCOCC3)cc2)cc1	-5	0.4	25	-8	0.4	97	-4	-1	97
CC(=O)Nc1ccc(S(=O)(=O)N(C)c2ccccc2)cc1	17	1.5	-18	-7	1.1	98	1	3	96
CC(=O)Nc1ccc(NC(=O)CSc2nnc(NC(=O)C3CC(=O)N(c4ccccc4)C3)s2)cc1 (configuration not stated)	-6	0.9	3	-2	0.3	103	7	-2	100
CC(C)N(Cc1nc(-c2ccccc2)no1)C(=O)C1CCCCC1	29	-0.7	-3	-6	-2.1	97	-3	2	100

Not a hit list. Share with any hit: about 5.4%.
